MBNL1 CUG block: qHTS Assay for Inhibitors of MBNL1-poly(CUG) RNA binding; Muscleblind-like protein 1 (Homo sapiens), Q9NR56; TR-FRET MBNL1-His/biotin-(CUG)12 binding, 665/545 ratio; Potency, µM (highest dose often 57.5 µM), inactives show at the highest dose activity change, negative = inhibition, hits mostly inhibitors; hit rate 0.036% among 280,000; active = well fitted inhibition curve with a large enough effect in the signal ratio, with a control signal flat, not every such curve was filed as active; inconclusive = small, poorly fitted or top-dose-only effect, or effect the other way, or a change in a side signal; inactive = no such curve, though single readings can be large or run the other way; the % refers to the signal ratio; also: potency is read from the fitted curve at half-maximal effect; % is scaled to controls: 0 for no effect and ±100 for the full control effect
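His-tagged MBNL1 binding to biotinylated (CUG)12 RNA was measured by TR-FRET using terbium anti-His antibody (0.055 ng/ul final) and streptavidin-XL665 (5 nM final). Compounds were titrated 92 nM to 58 uM; 60 min at room temperature.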
KCNH2 3.1 inh: qHTS for Inhibitors of KCHN2 3.1: Mutant qHTS. activity change, % (tested at about 1.8 µM). U2OS KCNH2 3.1, thallium flux FluxOr; stronger effect = lower value. hit rate 0.95% among 340,000. Potassium voltage-gated channel subfamily H member 2, brain isoform KCNH2 3.1 (human). AID 720553, 2013;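 active = maximum activity change below -70%; inconclusive = maximum activity change from -70% to -50%; inactive = maximum activity change above -50%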;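 also: thallium influx rate constant from kinetic fluorescence after stimulation buffer; % is scaled to controls: 0 for no effect and ±100 for the full control effect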
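U2OS cells transduced with KCNH2 3.1 mutant virus (1.77 x 10^8 /mL, 4 h), plated overnight at 37 C, loaded 45 min with FluxOr dye plus Red40 quencher. Thallium flux rate constant from kinetic reads after stimulation buffer, normalised to controls.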
MLL CXXC-DNA inh: qHTS Fluorescence Polarization Assay for Inhibitors of MLL CXXC domain - DNA interaction; AID 2662, 2010; Potency, µM (highest dose often 115 µM), for inactives: at the highest dose activity change, negative = inhibition, usual class: inhibitors; hit rate 0.037% among 290,000; Histone-lysine N-methyltransferase 2A (Homo sapiens), Q03164; MLL-CXXC / FITC-HOXA9 DNA fluorescence polarization; active = well fitted inhibition curve with a large enough effect in the polarisation, with a control signal flat, not every such curve was filed as active; inconclusive = small, poorly fitted or top-dose-only effect, or effect the other way, or a change in a side signal; inactive = no such curve, though single readings can be large or run the other way; the % refers to the polarisation; also: potency is read from the fitted curve at half-maximal effect
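Steps: dispense CXXC domain solution (7 uM) → pin compounds or unlabeled HOX-A9 DNA control → 5 min ambient → add FLSN-HOX-A9 solution (50 nM) → spin → 30 min ambient → fluorescence polarization. Tris pH 7.5/NaCl/DTT/BSA buffer.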
a7 integrin act: qHTS for Activators of Integrin-Mediated Alleviation for Muscular Dystrophy | alpha7betagal myoblasts, beta-gal FDG fluorescence, 48 h | Potency, µM (titrated, usually from 38.3 µM), for the others: at the highest dose activation, hits mostly activators | hit rate 0.064% among 350,000;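 also: potency is read from the fitted curve at half-maximal effect; 100% = response of the positive control SU9516; nearly all actives have a fitted effect of over 60% in size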
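Alpha7betagal+/- myoblasts (passage 13) were plated 16-24 hr, then exposed to compounds (1:260 dilution of DMSO stock) for 48 hours at 37C. After MPER lysis, β-galactosidase reporter activity was read as FDG fluorescence (ex 480/em 540) after 30 minutes.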
ASM inhibitor: Inhibitors of Secretory Acid Sphingomyelinase (S-ASM): qHTS; placental ASM, HMU-PC fluorogenic substrate, 60 min; Potency, µM (highest dose often 57.5 µM), for the others: at the highest dose activity change, negative = inhibition, most hits filed as inhibitors; hit rate 0.006% among 340,000; AID 504937, 2011; also: potency is read from the fitted curve at half-maximal effect
Target sequence (P17405 47-631 limits assumed): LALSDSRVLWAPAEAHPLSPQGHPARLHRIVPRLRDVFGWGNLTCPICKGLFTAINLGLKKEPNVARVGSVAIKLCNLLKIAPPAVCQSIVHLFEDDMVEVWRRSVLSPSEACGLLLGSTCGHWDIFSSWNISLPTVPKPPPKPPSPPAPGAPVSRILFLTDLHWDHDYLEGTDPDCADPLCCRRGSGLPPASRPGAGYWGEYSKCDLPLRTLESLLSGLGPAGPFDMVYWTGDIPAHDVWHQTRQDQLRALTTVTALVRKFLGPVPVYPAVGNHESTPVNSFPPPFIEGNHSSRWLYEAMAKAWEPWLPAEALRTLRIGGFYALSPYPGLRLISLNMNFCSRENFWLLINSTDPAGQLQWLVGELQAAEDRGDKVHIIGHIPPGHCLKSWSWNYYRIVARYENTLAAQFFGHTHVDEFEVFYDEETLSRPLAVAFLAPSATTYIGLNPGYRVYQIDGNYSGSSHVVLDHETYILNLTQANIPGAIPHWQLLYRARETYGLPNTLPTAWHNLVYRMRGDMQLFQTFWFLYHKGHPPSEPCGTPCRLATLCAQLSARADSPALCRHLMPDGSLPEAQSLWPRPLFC
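Human placenta-derived ASM preincubated with compound 10 min at room temperature, then reacted with 9 uM (final) fluorogenic HMU-PC substrate for 60 min at 37 C. Stop solution raises pH to 10; fluorescence read at Ex 386/Em 447 nm.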
TRPV1 ag: HTS Assay for Compounds that Act as Agonists of the Vanilloid Receptor 1 | TRPV1-expressing cells, Fluo-8 calcium influx, agonist mode | activation, % at 8.33 µM | hit rate 0.19% among 320,000 | AID 540275, 2011; in the data active = activation above about 80%; inconclusive = between about 30% and that limit; also: 0% is about no effect
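TRPV1-expressing cells were cultured overnight at 35.5C and loaded with Fluo-8 calcium dye for 40 to 90 min at room temperature. After a 10 s baseline, compound was added and calcium influx was read kinetically for 3 min (ex 480/em 520 nm).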
GALK inh: qHTS Assay for Inhibitors of Human Galactokinase (GALK); Purified GALK, Kinase-Glo residual ATP luminescence; AID 1868, 2009; Potency, µM (highest dose often 57.5 µM), for the others: top-dose activity change, negative = inhibition, most hits filed as inhibitors; P51570; hit rate 0.007% among 270,000; also: potency is read from the fitted curve at half-maximal effect; % is scaled to controls: 0 for no effect and ±100 for the full control effect
Target sequence (P51570 whole entry, looked up): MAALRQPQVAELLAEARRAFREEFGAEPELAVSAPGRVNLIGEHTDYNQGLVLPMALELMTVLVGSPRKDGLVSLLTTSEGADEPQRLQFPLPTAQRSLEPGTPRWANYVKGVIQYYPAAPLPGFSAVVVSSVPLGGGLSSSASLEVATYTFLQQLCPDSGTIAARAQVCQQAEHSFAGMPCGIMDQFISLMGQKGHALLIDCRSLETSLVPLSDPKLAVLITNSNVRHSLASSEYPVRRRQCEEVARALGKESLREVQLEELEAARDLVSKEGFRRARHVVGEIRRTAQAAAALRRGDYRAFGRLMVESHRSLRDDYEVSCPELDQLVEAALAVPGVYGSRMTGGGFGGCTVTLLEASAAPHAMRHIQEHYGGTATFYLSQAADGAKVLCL
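Galactose (100 uM) and ATP (35 uM) were turned over by 5 nM GALK for 1 h at RT. Kinase-Glo Plus then converted the remaining ATP into a luminescent signal.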
A-T KAP1 phos: qHTS Assay for Identifying a Potential Treatment of Ataxia-Telangiectasia | […] A-T fibroblasts, KAP-1 phosphorylation AlphaLISA; neocarzinostatin DNA damage 30 min before lysis | Potency, µM (titrated, usually from 57.5 µM), inactives show at the top dose activation, usual class: activators | hit rate 0.19% among 320,000; also: potency is read from the fitted curve at half-maximal effect; % of control where 0% means no effect; nearly all actives have a fitted effect of over 45% in size
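ATM-like activity read as KAP-1 phosphorylation via AlphaLISA donor/acceptor antibody pairs after lysis and 6 hr at 25C. Cells were ATM-null patient fibroblasts ([…], hTERT), dosed 60 min, then exposed to the DSB inducer NCS for 30 min.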
FBPA coupling cs: qHTS Assay for Inhibitors of Fructose-1,6-bisphosphate Aldolase from Giardia Lamblia: Coupling assay counterscreen; coupling enzyme system counterscreen, AmpLite Red fluorescence; activity change, negative = inhibition, % at 58.2 µM, hits read low; hit rate 0.67% among 290,000; in the data active = activity change below about -30%; also: % is scaled to controls: 0 for no effect and ±100 for the full control effect
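First, compound is pin-transferred into glyceraldehyde-3-phosphate coupling-enzyme reagent at 57.5 uM final and held 10 min at RT. Next, substrate, coupling system and AmpLite Red are added. After 20 min RT, fluorescence (525/598 nm) is read.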
KCNH2 WT inh: qHTS for Inhibitors of KCHN2 3.1: Wildtype qHTS; Voltage-gated inwardly rectifying potassium channel KCNH2 (Homo sapiens), Q12809; U2OS, BacMam KCNH2, thallium flux FluxOr; stronger effect = lower value; activity change, % at 1.84 µM; hit rate 0.37% among 340,000; AID 720551, 2013;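 active = maximum activity change below -70%; inconclusive = maximum activity change between -70% and -50%; inactive = maximum activity change above -50%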; also: % is scaled to controls: 0 for no effect and ±100 for the full control effect
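U2OS cells were transduced with wild-type KCNH2 virus (2.03 x 10^8 / mL) for 4 h at room temperature, then cultured overnight at 37 C. Thallium flux was read with FluxOr dye. Rate constants were normalized to DMSO controls.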
Numbers without * were called inactive; i = inactive; ? = inconclusive; · = not tested or not shown; [ ] = dose if it differs, or a comment. Unless noted, calls follow the shape of the dose curve; as a rule, active = well fitted curve in the direction sought with a large enough effect; inconclusive = small, poorly fitted or top-dose-only effect, or another doubt; inactive = no such curve, though single readings can be large; an effect the other way counts as inactive or inconclusive.

Results follow in this order: MBNL1 CUG block, KCNH2 3.1 inh, MLL CXXC-DNA inh, a7 integrin act, ASM inhibitor, TRPV1 ag, GALK inh, A-T KAP1 phos, FBPA coupling cs, KCNH2 WT inh
COC(=O)C1C(O)=C(C(C)=Nc2cccc3ccccc23)C(=O)CC1(C)C (stereo not given)
→ ·, 10, -8%, 18%, 5%, ·, -4%, 23%, -16, 6
COc1ccc2nc(SCC(=O)Nc3nonc3C)[nH]c2c1
→ -4%, -23, 1%, -19%, -3%, 3, -1%, 2%, 3, -1
COc1ccc(OC)c(C(=O)c2coc3ccc(OCC(=O)O)cc23)c1
→ 5%, 17, -4%, -8%, 7%, -2, 1%, -3%, 12, 1
COC(=O)c1ccc(-c2sc3nc(N4CCOCC4)c4c(c3c2N)CC(C)(C)OC4)o1
→ 7%, 7, 17%, -3%, i, 2, -1%, 6%, -15, -2
Cc1ccc(SCC(=O)Nc2ccccc2C(=O)O)cc1
→ -3%, -2, 3%, -1%, 12%, -2, -2%, -2%, -2, 0
O=C(Cn1[nH]c(=O)c2ccccc2c1=O)OCC(=O)c1ccc(F)cc1
→ ·, 1, ·, -3%, 1%, 0, ·, 5%, ·, -2
C=CCn1cc(CN2CCC(C(=O)Nc3ccc(Oc4cccnc4)cc3)CC2)c(C)n1
→ 1%, -34, 25%, -27%, 0%, 0, -3%, 9%, 0, 5
O=C(NNC(=O)c1n[nH]c2ccccc12)c1ccccc1
→ ·, 5, ·, 12%, 7%, -4, ·, -8%, ·, -2
CCc1ccc(C(=O)CN2C(=O)NC(C)(CCc3ccccc3)C2=O)cc1 (stereo not given)
→ -5%, 2, -4%, 4%, -4%, 6, -4%, 0%, 0, 3
Cc1cc(C)n(-c2nc(NCCCO)c3c4c(sc3n2)CCCC4)n1
→ 0%, ·, -1%, -42%, 135%[activator], 27, 1%, 10%, -6, 5
COc1ccc(Br)cc1CNC(=O)c1ccc2c(c1)N(C)CCS2
→ 36%[activator], -23, ·, 7%, ·, -1, ·, 10%, -1, 4
CN(C(=O)c1ccccc1Cl)c1ccccc1C(=O)NCCc1ccccc1
→ -5%, -11, -2%, 26%, 1%, 1, -5%, 8%, 1, 3
CC(=O)c1ccc(OC(=O)CCNC(=O)c2ccccc2)cc1
→ ·, 12, ·, 0%, 4%, ·, ·, 6%, ·, 2
CCCCn1c(N)c(N(CC(C)C)C(=O)CCCc2cccs2)c(=O)[nH]c1=O
→ -9%, ·, -2%, -40%, 2%, 7, -6%, -19%, ·, 4
CCOC(=O)c1ccc(COc2nc3ccccc3nc2-c2ccccc2NC(C)=O)o1
→ 4%, 4, 6%, -32%, 13%, -8, 0%, 4%, 2, 6
CC(C)OC(=O)c1c(NC(=O)c2ccco2)sc2c1CCCCC2
→ -2%, -21, 12%, -36%, 14%, 18, 0%, ?, 5, -18
CCOc1ccccc1NC(=O)CCNS(=O)(=O)c1ccc(NC(C)=O)cc1
→ 0%, -8, 17%, -5%, 4%, -1, ·, 6%, 1, -4
O=C1CCCN1c1cc(Cl)cc(Cl)c1
→ 2%, 10, -1%, 9%, -1%, 2, 2%, 1%, 2, 4
O=C(NCc1ccco1)c1cc([N+](=O)[O-])cc([N+](=O)[O-])c1
→ ?, -2, -6%, -19%, 1%, -2, -2%, 20%, -2, 3
CC(C)(C)C1CCC(C(=O)Nc2ccccc2N2CCOCC2)CC1 (stereo not given)
→ ·, 5, ·, -12%, -1%, 29, ·, 11%, ·, -10

Complete entries, looked up by structure.
Shown for O=C(Cn1[nH]c(=O)c2ccccc2c1=O)OCC(=O)c1ccc(F)cc1 : MBNL1 CUG block = ·; KCNH2 3.1 inh = 1; MLL CXXC-DNA inh = ·; a7 integrin act = -3%; ASM inhibitor = 1%; TRPV1 ag = 0; GALK inh = ·; A-T KAP1 phos = 5%; FBPA coupling cs = ·; KCNH2 WT inh = -2
Shown for O=C1CCCN1c1cc(Cl)cc(Cl)c1 : MBNL1 CUG block = 2%; KCNH2 3.1 inh = 10; MLL CXXC-DNA inh = -1%; a7 integrin act = 9%; ASM inhibitor = -1%; TRPV1 ag = 2; GALK inh = 2%; A-T KAP1 phos = 1%; FBPA coupling cs = 2; KCNH2 WT inh = 4

Further records
Results follow in this order: MBNL1 CUG block, KCNH2 3.1 inh, MLL CXXC-DNA inh, a7 integrin act, ASM inhibitor, TRPV1 ag, GALK inh, A-T KAP1 phos, FBPA coupling cs, KCNH2 WT inh
Cc1ccc(Cn2nnc3c(=O)[nH]c(C4CCN(S(=O)(=O)c5ccc(F)cc5)CC4)nc32)cc1
→ -6%, 12, -2%, -16%, -6%, -2, -3%, 3%, 3, 3
S=c1[nH]nc(-c2cc(-c3ccccc3)n[nH]2)n1/N=C/c1cccs1
→ ·, 2, 1%, 42%, -5%, ·, 5%, -8%, 5, -2
Cc1ccc(CC(=O)NCC(O)c2ccccc2)cc1 (stereo not given)
→ 0%, -1, 3%, 12%, 14%, 0, -1%, 5%, -1, 1
COc1cccc2c(N/N=C/c3ccccc3)cc(C)nc12
→ -2%, 1, 11%, -13%, 2%, 28, -6%, 0%, 1, -4
CC(C)OC(=O)CSc1nc(N)c(C#N)c(-c2ccco2)c1C#N
→ ?, 1, -14%, -9%, 11%, ?, 2%, 2%, -25, 2
CC(C)C[C@@H](CN)NC(=O)c1nc[nH]c1C(=O)N[C@@H](Cc1c[nH]c2ccccc12)C(=O)CNC[C@H](C)NC(=O)c1nc[nH]c1C(=O)N[C@@H](CC(=O)O)C(=O)O
→ ·, -4, ·, 21%, -1%, ·, ·, ·, ·, -3
Oc1c(Br)cc(/C=N/n2c(-c3ccccc3)n[nH]c2=S)cc1Br
→ -2%, -1, ?, -8%, 5%, 1, 0%, -1%, 11, 0
N#Cc1ccc(C#Cc2ccc3oc4ccccc4c(=O)c3c2)cc1
→ ·, 21, ·, 15%, 8%, ·, ·, 3%, ·, -9
O=C(c1ccccc1N1CCOCC1)N1CCCC(Nc2ccc(F)cc2)C1 (stereo not given)
→ -4%, -2, 12%, -21%, 5%, ?, 0%, -3%, 0, -8
CC1=C(C)CC2C(=O)N(c3cccc4ccccc34)C(=O)C2C1 (stereo not given)
→ ?, -10, -4%, -22%, -1%, 1, -2%, 11%, 1, -9
CCCOc1ccc(-c2nnn(CC(=O)N3CCCC(C)C3)n2)cc1 (stereo not given)
→ -11%, -3, -9%, -24%, -6%, 25, -2%, 40µM*, -1, ·
CN(C)c1ccnc(Oc2ccc(C(C)(C)C)cc2)c1C#N
→ -3%, -1, -1%, -44%, -12%, ?, -4%, -3%, 1, -8
Cn1c(CNC(=O)c2ccco2)nnc1SCCOc1ccccc1
→ 1%, -4, 11%, ?, 5%, -1, 1%, 20%, 0, -10
O=C(Cc1ccccc1)c1ccc(Cl)cc1
→ 2%, 8, 23%, 11%, 3%, ?, 1%, 6%, 0, -3
Cc1cccc(-c2nnn3c2nc(NCCc2ccc(S(N)(=O)=O)cc2)c2ccccc23)c1
→ ·, -12, 0%, 15%, 389%[activator], 0, -1%, 5%, 0, 10
O=[N+]([O-])c1ccc2c(c1)C(O)n1nc(-c3ccc(Cl)cc3Cl)nc1S2 (stereo not given)
→ 13%, -1, 27%, 2%, 2%, 0, 0%, 3%, 0, 0
O=C(Cc1ccccc1)N/N=C\c1ccc(Br)o1
→ ?, -25, -3%, 2%, -1%, 27, -3%, 2%, 0, 11
CCOc1cc(/C=C2/SC(=S)N(C)C2=O)ccc1Oc1ccc([N+](=O)[O-])cc1[N+](=O)[O-]
→ 2%, ·, 7%, ·, ·, -5, 13%, 5%, 4, ·
COc1ccccc1OCCNc1nc2c(c(=O)n(C)c(=O)n2C)n1C
→ -6%, 19, 2%, 9%, -3%, -1, 1%, ·, 1, 3
CCOC(=O)N1CCC(NC(=O)CN(C)S(=O)(=O)c2cc3c(cc2Cl)NC(=O)CO3)CC1
→ 0%, -10, -11%, -12%, 2%, -1, -4%, 4%, 0, -8

Source: PubChem (National Center for Advancing Translational Sciences (NCATS))
